From PubChem BioAssay
M1 antag = blocks human M1 muscarinic receptor | CHO-K1 hM1, Fluo-8 calcium fluorescence, ACh EC80 antagonist | inhibition, % at 3 µM | hit rate 1.3% among 360,000;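 active = percent inhibition above its own plate's cutoff, namely the mean of that plate's compound wells plus 3 SD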;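 also: peak over basal fluorescence ratio during 140 s after agonist addition; 0% = ACh EC80 plus DMSO and 100% = DMSO alone without agonist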
Target sequence (P11229 whole entry, looked up): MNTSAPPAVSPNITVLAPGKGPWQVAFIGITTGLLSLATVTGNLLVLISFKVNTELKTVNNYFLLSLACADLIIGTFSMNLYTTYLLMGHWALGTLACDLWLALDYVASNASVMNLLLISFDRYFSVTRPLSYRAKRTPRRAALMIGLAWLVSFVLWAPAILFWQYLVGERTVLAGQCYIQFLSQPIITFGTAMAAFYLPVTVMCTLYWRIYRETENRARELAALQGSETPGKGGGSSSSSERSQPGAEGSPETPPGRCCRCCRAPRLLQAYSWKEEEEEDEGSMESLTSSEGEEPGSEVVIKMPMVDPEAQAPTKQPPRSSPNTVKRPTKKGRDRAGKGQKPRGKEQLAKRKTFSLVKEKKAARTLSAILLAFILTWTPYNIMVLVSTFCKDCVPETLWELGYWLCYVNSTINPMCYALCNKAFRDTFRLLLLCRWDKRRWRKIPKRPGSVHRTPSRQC
CHO-K1 Ca ag = counter-screen for M1 agonists: effect in parental CHO-K1 cells | Fluo-8 calcium fluorescence; scaled to maximal ATP response, vehicle zero | activation, % at 3 µM | hit rate 0.48% among 360,000 | AID 602248; in the data active = activation above about 15%;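 also: untransfected CHO-K1 host cells lacking M1 receptor as counterscreen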
OXTR potentiator = human OXTR potentiation; activation, % at 3 µM; CHO-OTR cells, Fluo-8 calcium fluorescence, potentiator mode; 0% = oxytocin EC15, 100% = EC100; hit rate 0.061% among 320,000; P30559;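 active = activation above that plate's cutoff, the mean activation of tested compounds plus 3 SD, cut at about 6.6% in these data, passing the limit was not always enough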;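 also: 100% uses oxytocin at 75 nM as the full agonist control; some results filed as inactive read as strong as hits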
Target sequence (P30559 whole entry, looked up): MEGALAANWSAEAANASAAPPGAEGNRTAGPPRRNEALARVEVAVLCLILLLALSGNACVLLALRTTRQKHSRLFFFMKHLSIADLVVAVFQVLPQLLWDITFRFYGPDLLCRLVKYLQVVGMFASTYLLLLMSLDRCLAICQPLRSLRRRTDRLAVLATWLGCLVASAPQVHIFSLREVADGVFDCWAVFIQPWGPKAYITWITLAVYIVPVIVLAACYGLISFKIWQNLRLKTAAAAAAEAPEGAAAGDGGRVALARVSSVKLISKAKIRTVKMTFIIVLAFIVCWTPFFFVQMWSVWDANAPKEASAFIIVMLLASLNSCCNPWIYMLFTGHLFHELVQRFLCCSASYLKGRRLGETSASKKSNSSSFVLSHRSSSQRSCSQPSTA
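test system = CHO-OTR cells, human receptor | compound = single-point 3.0 µM | schedule = 6 min compound pre-incubation at room temperature, 100 s kinetic read | signal = Fluo-8 no-wash calcium dye fluorescence, excitation 470-495 nm, emission 515-575 nm | repeats = single well per compound, singlicate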
CHO-K1 Ca antag = nonselective inhibitor or artifact in parental CHO-K1 cells; inhibition, % at 3 µM; ATP-induced calcium, Fluo-8 fluorescence; hit rate 0.6% among 360,000;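 active = inhibition above a per-plate cutoff, the plate's mean sample inhibition plus 3 SD, cut at about 24% in these data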;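 also: 0% = DMSO plus EC80 ATP and 100% = DMSO alone without ATP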
CHO parental Ca = counter-screen: ATP calcium response change in parental CHO cells; parental CHO-K1, ATP-induced calcium, Fluo-8 fluorescence; inhibition, % at 5.6 µM; hit rate 0.63% among 330,000; AID 463079;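 active = inhibition above that plate's mean sample inhibition plus 3 SD, cut at about 26% in these data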;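 also: 0% = ATP-challenged DMSO wells and 100% = DMSO wells without ATP; some compounds past the cut are filed as inactive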
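Material: parental CHO cells / Compound: single nominal dose of 5.6 µM per compound / Signal: Fluo-8 fluorescence / Replicates: singlicate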
TAAR1 antag = human TAAR1 antagonism | AID 624466 | hit rate 1.5% among 360,000 | inhibition, % at 3 µM | CHO RD-HGA16 TAAR1, Fluo-8 calcium fluorescence, antagonist | Q96RJ0;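 active = inhibition above a per-plate cutoff, the mean inhibition of test compounds on that plate plus 3 SD, cut at about 49% in these data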;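 also: 0% = DMSO plus EC80 beta-PEA response and 100% = DMSO alone without agonist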
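System: CHO RD-HGA16 cells bearing hTAAR1. Reagent: EC80 β-phenethylamine stimulus. Schedule: seeding 17-24 h prior, 75-min 37 °C, 30-min RT dye loading. Signal: Fluo-8 intracellular calcium dye fluorescence, real-time kinetic reads. Read-out: % inhibition from peak post-agonist over basal fluorescence ratio. Benchmarks: vehicle wells and EC80 agonist wells. Replicates: n of 1.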
M1 ag = human M1 muscarinic receptor agonism. P11229. CHO-K1 hM1, Fluo-8 calcium fluorescence, agonist mode; 0% DMSO, 100% acetylcholine EC100. activation, % at 3 µM. hit rate 0.33% among 360,000. AID 588814;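 active = activation above the run's mean compound activation plus 3 SD, cut at about 16% in these data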;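 also: peak over basal fluorescence ratio within a 140 s kinetic read after compound addition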
CHO-K1 Ca PAM = counter-screen for M1 PAMs: effect in parental CHO-K1 cells | activation, % at 3 µM | ATP EC20, Fluo-8 calcium fluorescence; 0% at ATP EC20, 100% at ATP max | hit rate 0.02% among 360,000;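 active = activation above the run cutoff, the mean activation of all test compounds plus 3 SD, cut at about 40% in these data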;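 also: peak over basal fluorescence ratio in a 140 s read after ATP addition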
TAAR1 ag = agonists of human TAAR1; Q96RJ0; CHO RD-HGA16 TAAR1, Fluo-8 calcium fluorescence; vehicle wells 0%, saturating PEA agonist 100%; activation, % at 3 µM; hit rate 0.99% among 360,000;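 active = activation above the mean activation of all test compounds in the run plus 3 SD, cut at about 38% in these data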
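System: CHO RD-HGA16 cells carrying human TAAR1 plus Gα16; Incubation: 17-24 h seeding, 75 min 37 °C dye, 30 min RT; Measured by: Fluo-8 fluorescence, 5 s baseline then 140 s kinetic read; Control set: DMSO and PEA EC100; Replication: single well for each compound.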
Numbers without * were called inactive; · = not tested or not shown.

SMILES	M1 antag	CHO-K1 Ca ag	OXTR potentiator	CHO-K1 Ca antag	CHO parental Ca	TAAR1 antag	M1 ag	CHO-K1 Ca PAM	TAAR1 ag
CCOC(=O)c1c(C)n(C)c2ccc(OC)c(NC(=O)CN3CCSCC3)c12	-4	3.6	-6	-8	-12	20	0	15	13
O=C(CN1C(=O)CSc2ccccc21)N/N=C/c1ccco1	-5	0.3	-6	3	-5	1	1	0	1
O=S(=O)(NNc1ccc(Cl)nn1)c1ccc(F)cc1	-10	0.2	2	-12	1	-5	-6	12	0
CC(=O)c1cc2c(cc1NS(=O)(=O)c1cccc(C(=O)O)c1)OCO2	0	0.3	-4	0	1	0	1	-19	3
Cc1cc(C)c(C#N)c(SCc2nnc(-c3ccccc3)o2)n1	24*	0.7	-6	25*	-11	4	-7	-17	2
Cc1cc(NC(=O)CSc2cc(C)c3ccccc3n2)no1	0	-0.5	-4	7	-21	-31	-3	-7	2
CC1=CC(C)C(=O)N(C)C(C)=C1 (stereo not drawn)	-6	-0.1	·	-8	·	-2	-3	3	1
COC(=O)c1sc2ccccc2c1N	-7	-0.2	-1	1	-11	-7	-3	4	-2
Cc1ccc(/C(N)=N/OC(=O)c2ccco2)cc1	7	0.0	-7	7	-8	-17	-1	-3	-1
CCOC(=O)c1c(C)nc2sc3c(c2c1-c1ccc(OC)cc1)NC(c1ccc(OC)cc1)NC3=O (stereo not drawn)	-5	0.2	-5	-1	-8	-2	-2	11	18
O=C(COC(=O)c1nn(-c2ccccc2C(F)(F)F)cc1O)c1ccc(OC(F)F)cc1	-2	3.3	-11	-8	16	-17	-2	-5	1
N#C/C(=C\c1ccc(N2CCOCC2)o1)c1ccccc1	-12	1.5	1	-15	-13	23	-3	-4	21
N#Cc1ccc(C23CC4(C2)[C@H](CN(Cc2cccnc2)[C@@H]4c2ccccc2)C3c2ccccc2)cc1 (stereo partly drawn)	2	0.3	-9	-11	-30	-7	-6	6	9
O=C(COC(=O)[C@@H]1CCCN1C(=O)c1cccs1)Nc1cccc([N+](=O)[O-])c1	11	0.4	-10	8	-17	15	-1	-18	7
O=C(c1cccc2nc3ccccc3nc12)N1CCOCC1	-17	0.4	-7	-6	-29	-36	-2	12	5
CCn1cc(C(=O)Nc2ncccc2O)c(=O)c2cc(F)c(N3CCN(C(=O)c4ccco4)CC3)cc21	8	0.5	3	8	-9	6	-1	-8	0
COC(=O)CC(NC(=O)c1cccs1)c1ccc(OC)c(OC)c1 (stereo not drawn)	-11	0.6	-1	-23	-4	13	-3	16	5
Nc1nc(COc2ccc3ccccc3c2)cs1	-6	1.7	-9	-1	-8	1	4	-2	9
CCc1c(O)nc(SCc2ccccc2)n(C(C)CC)c1=O (stereo not drawn)	-3	0.0	-3	-6	-16	·	-8	14	·
CCCc1cc(C(=O)NC2CCCCC2)no1	-4	0.2	-5	-2	-2	0	-5	6	0
Cc1ccc(NC(=O)CNc2cccc(S(=O)(=O)N3CCCC3)c2)cc1F	4	7.3	-15	-6	5	3	0	-2	8
Cc1ccccc1N=Cc1cc2c(cc1O)OC(N)=C(C#N)C2c1ccccc1 (stereo not drawn)	-10	0.9	-10	7	4	-42	1	4	7
C=C(Cl)COC(=O)[C@H]1C2C=CC(C2)C1C(=O)O (stereo partly drawn)	-5	-0.3	-11	-2	5	6	-3	17	0
O=C(COc1ccc(Cl)cc1)Nc1ccc(NC(=O)c2ccco2)cc1	3	1.6	0	-20	3	2	-3	16	6
O=C(Nc1cccc(Cl)c1)OCCOCCOC(=O)Nc1cccc(Cl)c1	5	0.6	·	-11	·	-1	-2	5	0
CC(O)(c1ccc(F)c(F)c1)c1nc(-c2ccoc2)cs1 (stereo not drawn)	-11	0.1	·	4	·	7	-1	2	3
O=C(CCN1C(=O)c2ccc([N+](=O)[O-])cc2C1=O)Nc1nccs1	-5	1.1	-14	5	3	2	-3	11	2
O=C(O)c1cccnc1Sc1ccccc1	-3	0.4	-9	-3	-1	-20	-4	-10	1
CCc1ccc2nc(Nc3nc(COC)cc(=O)[nH]3)nc(C)c2c1	-20	0.2	5	-9	-13	-2	-5	14	6
Cc1csc(NC(=O)CN(C)S(=O)(=O)c2cccc3cccnc23)n1	-5	1.8	-2	6	-3	19	0	0	3
O=C(NCC1CCCO1)c1cc(C(=O)c2ccc(Cl)cc2Cl)c[nH]1 (stereo not drawn)	4	1.8	-19	-3	-12	-14	-5	1	2
O=C(c1ccc(Cl)c(S(=O)(=O)N2CCCC2)c1)N1CCN(c2ccccc2F)CC1	-11	1.8	-20	-8	2	-7	-8	21	6
Cc1ccc(OS(=O)(=O)c2ccc(N3C(=O)CCC3=O)cc2)cc1	3	4.1	-10	2	-7	2	-2	-3	0
COc1ccc(Cl)cc1NC(=O)CN1CCCC1	-1	0.0	-2	9	17	15	-12	-9	5
CC(=O)c1c(C)[nH]c(C(=O)Nc2cc(F)ccc2C)c1C	-11	2.0	-11	-6	-14	-8	-1	0	3
NC(=O)c1ccc(C(F)(F)F)n(Cc2cccc(Cl)c2)c1=O	-8	9.1	-6	-9	-24	6	0	31	24
COc1ccccc1NC(=O)Nc1ccnn1C1CCN(C(=O)c2ccccn2)CC1	-4	2.1	-7	2	5	17	-3	3	2
C=C1CCN([C@@H](CC(C)C)C(=O)NCCCc2ccccc2)S(=O)(=O)c2ccccc21	20	-0.7	-9	-9	-40	6	-7	-19	7
Cc1ccc(-c2nc(CS(=O)CC(=O)N3CCN(c4ccccc4)CC3)c(C)o2)cc1 (stereo not drawn)	-9	3.4	-9	-23	-33	-9	-3	26	1
CC(=O)Nc1ccc(S(=O)(=O)N(Cc2cccnc2)Cc2cc3ccccc3[nH]c2=O)cc1	29	7.4	-7	-2	2	61*	2	23	12
COc1ccc(C(=O)c2c(C)oc3cc([N+](=O)[O-])c(O)c([N+](=O)[O-])c23)cc1	5	-0.5	-6	-12	-7	-7	-3	8	-1
O=C(NCc1cccc(C(F)(F)F)c1)c1ccc2c(c1)OCCO2	4	1.6	-5	-12	1	3	-6	0	3
Cc1cccc(C(=O)N/N=C/c2ccc[nH]2)c1	0	1.1	-1	0	-22	-4	-7	21	3
O=C(CN(C(=O)CNS(=O)(=O)c1ccc(F)cc1)c1ccccc1)NCc1ccco1	-9	1.1	-6	-20	-8	2	-3	-2	-1
CCN(CC)S(=O)(=O)c1ccc2c(c1)c(=O)c(C(=O)NCc1cccs1)cn2C	5	0.8	-4	-3	-8	-2	-9	-2	-1
Cc1ccc(NC(=O)NCc2ccc3c(c2)OCO3)cc1C	5	11	-3	18	-13	12	-7	-9	14
CC(=O)c1cc(OC(=O)N2CCOCC2)ccc1OC(=O)N1CCOCC1	-5	0.6	3	-5	-2	-1	-5	19	11
CCOC(=O)C1CCCN(C(=O)c2ccc3nc(-c4ccccc4)c(-c4ccccc4)nc3c2)C1 (stereo not drawn)	7	0.1	1	-2	-24	-2	1	-2	-1
CCOC(=O)c1cnn(-c2sc(C(=O)OCC)c(C)c2C(=O)OCC)c1N	4	-0.3	4	-7	-20	-1	-2	5	0
Cc1ccc(-c2noc(CN(C(=O)c3cccc(Br)c3)C(C)C)n2)cc1	2	-0.1	-7	3	22	21	-6	-3	0
Further entries
SMILES	M1 antag	CHO-K1 Ca ag	OXTR potentiator	CHO-K1 Ca antag	CHO parental Ca	TAAR1 antag	M1 ag	CHO-K1 Ca PAM	TAAR1 ag
N#CC1(C#N)C(C(=O)C23CC4CC(CC(C4)C2)C3)C12CCOCC2 (stereo not drawn)	0	0.0	0	-6	0	-12	-4	-8	1
C[C@@H]([C@@H](O)c1ccccc1)N(C)C(=O)C(N)Cc1ccccc1 (stereo partly drawn)	-3	1.3	-10	-10	-2	3	-2	5	5
O=C(NCc1ccc(Cl)cc1)C1CCN(S(=O)(=O)c2cc([N+](=O)[O-])ccc2Cl)CC1	-7	4.9	-11	-16	-18	22	-4	21	8
COc1ccc(-c2cc3nc(C)cc(NCCO)n3n2)cc1	-21	1.1	0	-32	-13	4	-5	28	5
O=c1c2cc(-c3ccccc3)sc2nc2n1N=C(c1ccccc1)CS2	-8	1.5	-7	-6	-7	-19	-3	13	1
CC(=O)Cc1cc(=O)c2c(C)cc(O)c(C3OC(CO)C(O)C(O)C3O)c2o1 (stereo not drawn)	-22	0.5	6	-7	-8	15	1	22	1
CC(=O)N(C(C)=O)c1c(C#N)c(C)n(-c2ccccc2)c1C(=O)c1ccccc1	-3	0.8	-10	-5	-16	-1	-4	6	2
Cc1ccc(C)c(NC(=O)CSc2nc3c(oc4ccccc43)c(=O)n2-c2ccccc2)c1	-17	0.5	-5	-6	-24	0	-5	21	3
Fc1cccc(CN2CCN3CCCC3C2C2CCCCC2)c1 (stereo not drawn)	-10	1.2	-10	-4	-22	-5	-6	18	25
Cc1ccc(/C([O-])=C(/C(=S)NCc2ccccc2)[n+]2ccccc2)cc1[N+](=O)[O-]	-1	0.6	-6	-12	3	-1	-9	5	5
CN1C[C@@H]2[C@@H]3C(=O)N(C)C(=O)[C@@H]3[C@](C)(C1=O)N2C(=O)c1ccc(Br)cc1	-7	1.2	·	-4	·	7	-3	15	2
COc1ccc(CN2CC(=O)N(c3ccc(Cl)cc3)C2=S)cc1OC	2	4.9	-17	0	-7	14	1	-1	7
Cc1cc(C(=O)NCc2ccco2)sc1C	-3	-0.4	-2	18	-9	-9	-5	-13	9

Full records, looked up by structure:
Fc1cccc(CN2CCN3CCCC3C2C2CCCCC2)c1 (stereo not drawn) reads M1 antag = -10; CHO-K1 Ca ag = 1.2; OXTR potentiator = -10; CHO-K1 Ca antag = -4; CHO parental Ca = -22; TAAR1 antag = -5; M1 ag = -6; CHO-K1 Ca PAM = 18; TAAR1 ag = 25
Cc1ccc(/C([O-])=C(/C(=S)NCc2ccccc2)[n+]2ccccc2)cc1[N+](=O)[O-] reads M1 antag = -1; CHO-K1 Ca ag = 0.6; OXTR potentiator = -6; CHO-K1 Ca antag = -12; CHO parental Ca = 3; TAAR1 antag = -1; M1 ag = -9; CHO-K1 Ca PAM = 5; TAAR1 ag = 5

Results in M1 ag and TAAR1 ag (7 entries from above):
structure	M1 ag	TAAR1 ag
CC(=O)N(C(C)=O)c1c(C#N)c(C)n(-c2ccccc2)c1C(=O)c1ccccc1	-4	2
CC(=O)Cc1cc(=O)c2c(C)cc(O)c(C3OC(CO)C(O)C(O)C3O)c2o1 (stereo not drawn)	1	1
Fc1cccc(CN2CCN3CCCC3C2C2CCCCC2)c1 (stereo not drawn)	-6	25
Cc1ccc(C)c(NC(=O)CSc2nc3c(oc4ccccc43)c(=O)n2-c2ccccc2)c1	-5	3
C[C@@H]([C@@H](O)c1ccccc1)N(C)C(=O)C(N)Cc1ccccc1 (stereo partly drawn)	-2	5
O=C(NCc1ccc(Cl)cc1)C1CCN(S(=O)(=O)c2cc([N+](=O)[O-])ccc2Cl)CC1	-4	8
O=c1c2cc(-c3ccccc3)sc2nc2n1N=C(c1ccccc1)CS2	-3	1
